High-throughput results deposited in PubChem by several laboratories.
TRPC6 inh – inhibitors of mouse TRPC6 channel | Q61143 | B-score at 10 µM | 310,000 compounds, 1.1% hits | HEK293-TRPC6, membrane potential dye, ACh-evoked depolarization; stronger effect = lower value;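 active = B-score under library mean minus 3 SD, initial fluorescence not abnormally high, positive integrated signal ratio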;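 also: B-score derived from integrated fluorescence ratio over the kinetic read; more negative B-score means stronger inhibition of depolarization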
TRPC4 block – TRPC4 (mouse) channel inhibition. Q9QUQ5. HEK293 TRPC4beta/mu-opioid, DAMGO-evoked Fluo4 calcium flux; stronger effect = lower value. B-score at 10 µM. 300,000 compounds, 0.39% hits. AID 2247;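 active = B-score over 3 SD under the library average, no early fluorescence shift, positive overall ratio signal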
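Assay system – HEK293 line stably carrying TRPC4beta and mu-opioid receptor · Doses – single dose · Detection – Fluo4 calcium-dye fluorescence, kinetic read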
MrgX1 antagonist – antagonists of human MrgX1 receptor; Q96LB2; AID 588676; B-score at 10 µM; 310,000 compounds, 1.3% hits; MRGX1-HEK293 calcium flux, Fluo-4, BAM8-22 antagonism; stronger effect = lower value;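 active = calcium-response B-score plate-corrected more than 3 library SD below zero, starting fluorescence within 5 deviations, no agonist response on first addition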;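 also: peak minus trough fluorescence over baseline after final BAM8-22 challenge near maximal dose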
Target sequence (Q96LB2 whole entry, looked up): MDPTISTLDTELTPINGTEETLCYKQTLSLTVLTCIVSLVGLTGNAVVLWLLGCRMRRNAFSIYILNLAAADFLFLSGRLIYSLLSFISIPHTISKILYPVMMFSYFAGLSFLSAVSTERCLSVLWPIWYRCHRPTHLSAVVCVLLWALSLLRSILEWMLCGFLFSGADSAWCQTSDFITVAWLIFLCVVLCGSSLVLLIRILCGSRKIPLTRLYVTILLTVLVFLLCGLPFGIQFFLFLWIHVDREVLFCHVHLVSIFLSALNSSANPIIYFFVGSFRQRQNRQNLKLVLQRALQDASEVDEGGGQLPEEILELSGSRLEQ
TRPC6 activator – activators of mouse TRPC6 channel | B-score at 10 µM | AID 2550 | HEK293-TRPC6 membrane potential dye fluorescence; stronger effect = higher value | Q61143 | 310,000 compounds, 0.13% hits;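 active = B-score of the integrated fluorescence ratio above library mean plus 3 SD, and starting fluorescence ratio within library mean plus 5 SD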;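 also: higher score means more depolarization so channel activation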
TRPC4 PAM – allosteric potentiators of mouse TRPC4 channel; AID 2227; Q9QUQ5; 310,000 compounds, 0.42% hits; B-score at 10 µM; HEK293 TRPC4beta/mu-opioid, DAMGO EC20, Fluo-4 Ca2+ flux; stronger effect = higher value;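 active = B-score of calcium response area above 5 SD of library B-scores, with initial fluorescence ratio within 5 SD of library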;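 also: B-score of integrated fluorescence ratio over time as area under calcium response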
KLF5 inh – inhibitors of KLF5 expression | DLD-1 KLF5 promoter-luciferase reporter, luminescence | inhibition, % at 5 µM | 290,000 compounds, 0.23% hits;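 active = inhibition above a per-plate limit of that plate's mean compound inhibition plus 3 SD, cut at about 60% in these data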;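 also: 0% = DMSO wells and 100% = LY294002 at 200 µM; higher means less KLF5 promoter-driven luciferase light; inactives centre near -14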
SKKanGAS inh – blocks kanamycin growth of S. pyogenes SKKanGAS strain | AID 1662 | inhibition, % at 7.5 µM | 300,000 compounds, 1.3% hits | BacTiter-Glo, 6 h;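 active = mean replicate score, as percent of positive control median, at least 50; inconclusive = mean below 50 but one replicate at or above 50; inactive = mean and every replicate below 50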;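 also: strain carries kanamycin resistance gene driven by streptokinase promoter and grows in 40 µg/ml kanamycin; loss of luminescence reflects streptokinase promoter inhibition or plain growth inhibition; 0% = median of DMSO wells and 100% = positive control at its reference dose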
aSyn UTR inh – MLPCN primary screen, SNCA 5' untranslated region; alpha-synuclein 5'UTR reporter, inhibitor activity; inhibition, % (tested at 7.5 µM); 300,000 compounds, 0.82% hits; AID 1813; in the data active = inhibition above about 60%; inconclusive = no clear call, values can overlap the other calls;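 also: H4 neuroglioblastoma cells stably carrying SNCA 5'UTR luciferase fusion; 0% = DMSO wells and 100% = positive control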
IEC-6 cytotox – IEC-6 cytotoxicity, counter-screen for KLF5 inhibitors; luminescence viability; inhibition, % at 5 µM; 290,000 compounds, 0.78% hits; AID 1825; in the data active = inhibition above about 22%;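 also: 0% = plate median of test compound wells and 100% = cytotoxic reference compound wells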
HIF act – HIF pathway transcriptional activation. U2OS HRE-luciferase reporter, luminescence; normalized: DMSO 0%, desferrioxamine 100%. activation, % at 7.5 µM (by protocol). 300,000 compounds, 0.32% hits;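 active = mean activation of at least 10% of the iron chelator positive control signal, with at least half of replicates also reaching 10%; inconclusive = mean and replicate majority disagree about reaching 10%; inactive = mean and most replicates under 10%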
TRPC4 act – activators of mouse TRPC4 channel | Q9QUQ5 | HEK293 TRPC4beta/mu-opioid, Fluo4 calcium fluorescence; stronger effect = higher value | B-score at 10 µM | 310,000 compounds, 0.49% hits;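 active = B-score above 5 SD of library B-scores, and initial fluorescence ratio not above library mean plus 5 SD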;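 also: positive B-score marks a calcium rise read as TRPC4 activation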
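System: HEK293 cells stably co-expressing mouse TRPC4beta and mu-opioid receptor; Schedule: Fluo4 dye loading 45 min at room temperature, 110 s recording; Detection: Fluo4 fluorescence, kinetic; Evaluation: B-scored integrated calcium fluorescence ratio; Controls: buffer (low) and maximal DAMGO (high).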
Starred values were filed as active, the others as inactive; i = inactive; ? = inconclusive; . = not tested or not shown. Compounds as they come; overall some 5.8% were active at least once.

SMILES,TRPC6 activator,SKKanGAS inh,MrgX1 antagonist,TRPC4 act,IEC-6 cytotox,TRPC4 PAM,TRPC4 block,TRPC6 inh,HIF act,KLF5 inh,aSyn UTR inh
CN1CCN(c2ccc(S(=O)(=O)N3CCCCC3)cc2NC(=O)COc2ccc([N+](=O)[O-])cc2)CC1,i,1,i,i,.,i,i,i,0.3,.,6
CN(C)c1nnnn1-c1ccc(Oc2ncc(C(F)(F)F)cc2Cl)cc1,i,-1,i,i,4,i,i,i,0.1,-13,15
COc1cc(C2C(C#N)=C(N)N(c3cccnc3)C3=C2C(=O)CC(C)(C)C3)ccc1O (stereo not drawn),i,-2,i,i,2,i,i,i,-0.2,-28,-40
Cc1ccc(CN(C)C(=O)C2CCC(=O)N(CC3CCCCC3)C2)o1 (stereo not drawn),i,-17,i,i,-9,i,i,i,-0.1,-4,-9
COc1cc(C(=O)Nc2ccc(S(=O)(=O)N3CCCCC3C)cc2)cc(OC)c1OC (stereo not drawn),i,2,i,i,8,i,i,i,-0.6,-3,25
CCOc1cc(C2/C(=C(/O)c3ccc(S(=O)(=O)N4CCCCC4)cc3)C(=O)C(=O)N2CCOC)ccc1O (stereo not drawn),i,-4,i,i,0,i,i,i,0.1,-5,18
O=C(CSc1ncn[nH]1)N/N=C/c1ccc(C(F)(F)F)cc1,i,0,i,i,1,i,i,i,0.2,-1,9
CCN1C(=O)CC(C(=O)NCCc2ccc(S(N)(=O)=O)cc2)SC1=Nc1ccc(OC)cc1 (stereo not drawn),i,0,i,i,-6,i,i,i,0.0,-23,10
COc1ccc(C2CC(c3ccccc3)=NN2C(=O)COC(=O)c2ccc(S(C)(=O)=O)cc2)cc1 (stereo not drawn),i,-3,i,i,.,i,i,i,0.6,.,25
COC(=O)Cn1c(=O)c(C)nc2ccccc21,i,14,i,i,0,i,i,i,-0.6,-24,33
Cc1ccc(S(=O)(=O)N2CCOCC2)cc1NC(=O)C1=NN(c2ccccc2)C(=O)CC1,i,2,i,i,1,i,i,i,-0.2,11,16
CSc1ccccc1C(=O)Nc1ccccc1C,i,0,i,i,5,i,i,i,0.1,-28,-2
COc1cc2c(cc1OC)CN(C(=O)NS(=O)(=O)c1ccc(C)cc1)CC2,i,-6,i,i,-9,i,i,i,-0.6,-35,13
Cc1oc(-c2ccccc2F)nc1CS(=O)(=O)CC(=O)NCCCN(C)C1CCCCC1,i,0,i,i,-3,i,i,i,0.1,-35,6
CN(C)c1cccc(C(=O)OCC(=O)Nc2ccccc2-c2ccccc2)c1,i,-1,i,i,2,i,i,i,0.1,-15,-4
COCCN(C(=S)Nc1c(C)cccc1C)C(C)c1cccs1 (stereo not drawn),i,6,i,i,5,i,i,i,-0.2,-21,-1
COc1ccc(C2=C(Nc3ccc(F)cc3)c3ccccc3C2=O)cc1,i,-6,i,i,9,i,i,i,0.0,9,2
O=C(O)COc1c(-c2ccccc2)oc2ccccc2c1=O,i,.,i,i,-8,i,i,i,0.3,-41,13
CC1(C)CC(=O)C(CC(=O)Nc2ccc(S(N)(=O)=O)cc2)=C(O)C1,i,-1,i,i,-1,i,i,i,0.4,-14,-2
O=C(NC(Cc1c[nH]c2ccccc12)C(=O)O)/C(=C/c1ccc(F)cc1)NC(=O)c1ccccc1 (stereo not drawn),i,3,i,i,2,i,i,i,0.8,-34,5
CCC1Oc2ccc(C)cc2N(CC(=O)N(Cc2ccc(C)o2)C2CCCC2)C1=O (stereo not drawn),i,5,i,i,-3,i,i,i,-1.0,-22,6
O=C(COc1ccccc1[N+](=O)[O-])Nc1ccc2c(c1)OCO2,i,-7,i,i,3,i,i,i,1.6,-71,-133
O=C(N/N=C/c1cccnc1)c1ccc(NC(=O)C(c2ccccc2)c2ccccc2)cc1,i,-7,i,i,-5,i,i,i,-0.7,-23,111*
OC(c1cccs1)(c1cccs1)C1C[N+]2(CF)CCC1CC2 (stereo not drawn),i,10,i,i,-4,i,i,-6.4*,-0.1,-26,18
COc1ccc(N2C(=O)C3C4C=CC(C5CC45)C3C2=O)c([N+](=O)[O-])c1 (stereo not drawn),i,-4,i,i,3,i,i,i,-0.1,-3,-12
CCN1CCN(c2ccc(S(=O)(=O)N3CCCCC3)cc2NC(=O)c2cccc(C)c2[N+](=O)[O-])CC1,i,4,i,132*,.,i,i,i,0.1,.,2
CCOC(=O)C1=C(O)CSC1=Nc1cccc(Cl)c1,i,-7,-5.5*,i,-4,i,i,i,-0.1,-48,11
CCNC(=S)NNC(=O)c1csc2c1CCC(C)C2 (stereo not drawn),i,-1,i,i,4,i,i,i,-0.6,-37,-45
NS(=O)(=O)c1cccc(NC(=O)CC(NC(=O)c2ccccc2Cl)c2ccccc2)c1 (stereo not drawn),i,1,i,i,-2,i,i,i,2.0,-1,4
COc1ccc(N=C2SCC(c3ccc(C)cc3)=NN2CCO)cc1,i,-15,i,i,-5,i,i,i,0.1,12,17
CN1C(=O)C(CC(=O)NCC2CCCCC2)SC1=Nc1ccccc1 (stereo not drawn),i,-1,i,i,4,i,i,i,0.3,-4,13
CSc1ccc(/C=N/Nc2nc(C)cc(C)n2)cc1,i,8,i,i,5,i,i,i,1.4,-27,-45
Cc1cccc(N=C2NC(=O)/C(=C/C=C/c3ccco3)S2)c1C,i,3,i,i,-8,i,i,i,-0.1,-3,1
COC(=O)c1ccccc1NC(=O)CN1CCC(n2nnc3cc(F)ccc32)CC1,i,5,i,i,5,i,i,i,-0.8,3,7
Cc1ccc(NC(=O)CSc2nc(=O)n(CCCN3CCOCC3)c3c2CCCC3)c(C)c1,i,-4,i,i,.,i,i,i,0.2,.,15
Nc1ccc(S(=O)(=O)Nc2ccc(S(N)(=O)=O)cc2)cc1,i,-5,i,i,-4,i,i,i,-0.4,1,-11
O=C1CCCN1CCC1CCN(C2CC(=O)N(c3ccc(F)cc3)C2=O)CC1 (stereo not drawn),i,-1,i,i,-4,i,i,i,-0.3,-5,-15
CCCCNCCOCCOc1ccc(C)cc1[N+](=O)[O-],i,2,i,i,-4,i,i,i,0.0,3,10
COc1ccc(C2(C(=O)Nc3ccc(OC)cc3OC)CCCC2)cc1,i,4,i,i,4,i,i,i,-0.3,-23,-5
CCc1c(-c2ccccc2)nc(N)c(C#N)c1-c1cccs1,i,-2,i,i,-5,i,i,i,-0.2,5,27
Cc1ccccc1OCC(O)CN1CCN(CCN2C(=O)c3cccc4cccc(c34)C2=O)CC1 (stereo not drawn),i,13,i,i,-2,i,i,-5.2*,-0.3,-9,9
CC(=O)N1CCN(c2ccc([N+](=O)[O-])c(NCc3cccnc3)c2)CC1,i,-5,i,i,-3,i,i,i,-0.7,-6,22
COc1cc(C(=O)OCC(=O)c2c(N)n(C)c(=O)n(C)c2=O)ccc1OCCC(C)C,i,?,i,i,-1,i,i,i,-1.5,-23,5
CCCc1ccc2oc(C(=O)N(Cc3nccn3C)C(C)C)c(C)c2c1,i,-10,i,i,-8,i,i,i,1.8,-57,-73
COc1cccc(-c2nnc(SCc3nc4ccccc4[nH]3)n2N)c1,i,-2,i,i,3,i,i,i,0.8,-12,-34
Cc1cccc(N(C(=O)Cn2nnc(-c3ccccc3F)n2)C(C(=O)NC(C)(C)C)c2ccncc2)c1 (stereo not drawn),i,5,i,i,2,i,i,i,-0.2,18,7
O=C(Nc1cccc2c1CCCC2)C1CCN(c2nnnn2-c2ccccc2)CC1,i,-12,i,i,4,i,i,i,-0.5,-36,17
CCCSc1nc2c(c(=O)n1-c1ccc(OCC)cc1)SCC2,i,0,i,i,6,i,i,i,0.0,-18,19
O=C(Nc1cccc(Cl)c1)Nc1nc(-c2ccccc2)cs1,i,0,i,i,-4,i,i,i,-0.8,10,27
COc1ccc(NC(=O)c2cccc(S(=O)(=O)N3CCOCC3)c2)cn1,i,-5,i,i,1,i,i,i,0.1,1,11
O=C(CSc1nnc(CNc2ccccc2)o1)N1CCc2ccccc21,i,-4,i,i,-3,i,.,i,0.0,-1,-6
O=S(=O)(c1ccc(-c2nc3ccccc3s2)cc1)N1CCCC1,i,-2,i,i,6,i,i,i,3.0,-5,-118
CSCC[C@H](NC(=O)C1CCN(S(=O)(=O)c2ccc(C)cc2)CC1)C(=O)NCC1CCCO1 (stereo partly drawn),i,1,i,i,-2,i,i,i,-0.6,-14,11
CC1(C)CC2(CCCN(CC(O)(c3ccccc3)c3ccccc3)C2)CCO1 (stereo not drawn),i,-2,i,i,-4,i,i,i,0.1,2,-12
Cc1cc(C(=O)OCC(=O)NCc2ccco2)c(C)o1,i,.,i,i,-2,i,i,i,.,-12,.
CC1(C)Cc2ccccc2-c2nc(-c3ccccc3)oc(=O)c21,i,3,i,i,0,i,i,i,0.2,-3,4
Cc1ccn(CC(=O)N2N=C(C(F)F)CC2(O)C(F)F)n1 (stereo not drawn),i,-4,i,i,-6,i,i,i,-0.2,-17,24
COc1cc(CO)cc(-c2cc(CO)cc(OC)c2OC)c1OC,i,-1,i,i,4,i,i,i,0.0,-49,6
Cc1cccc(NC2=CC(=O)CC(C)(C)C2)c1C,i,-16,i,i,0,i,i,i,-2.3,1,-12
O=S(=O)(c1ccc(S(=O)(=O)N2CCN(Cc3ccccc3)CC2)cc1)N1CCOCC1,i,-9,.,i,-3,i,i,i,-0.3,-21,11

Later entries.
SMILES,TRPC6 activator,SKKanGAS inh,MrgX1 antagonist,TRPC4 act,IEC-6 cytotox,TRPC4 PAM,TRPC4 block,TRPC6 inh,HIF act,KLF5 inh,aSyn UTR inh
O=C(CCN1CCCCC1)N/N=C/c1ccc(Br)cc1,i,-8,i,i,6,i,i,i,-0.2,-19,-3
COC(=O)C1=NN(C(C)(C)CC(C)=O)C2C(=O)N(C3CCCCC3)C(=O)C12 (stereo not drawn),i,2,i,i,-7,i,i,i,0.6,-24,-10
COc1cc2c(cc1OC)C(c1ccccc1)N(C(=O)c1ccccc1F)CC2 (stereo not drawn),i,-3,i,i,-1,i,i,i,0.1,-29,-18
CCOC(=O)c1c(OCC)[nH]c2c1cc(O)c1ccccc12,i,34,i,i,5,i,i,i,-0.5,2,-33
CC(C)(C)c1ccc(C(=O)N2CCC(C(=O)NCc3ccco3)CC2)cc1,i,-9,i,i,-2,i,i,i,0.5,-27,13
